Source: PubChem
RAD52 inh – RAD52 DNA annealing inhibitors, primary screen, biochemical, FRET, single point, set 2; DNA repair protein RAD52 homolog (Homo sapiens), P43351; recombinant RAD52 DNA annealing, FRET fluorescence; inhibition, % at 18.7 µM; 360,000 compounds, 0.46% hits;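 active = every replicate showing at least 50% inhibition; inconclusive = mean inhibition at least 50% but not in every replicate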
PglD inh – C. jejuni PglD acetyltransferase inhibitors, primary screen, biochemical, DTNB colorimetric, single point | 360,000 compounds, 0.098% hits | purified PglD enzyme, DTNB colorimetric CoA detection | AID 602405, 2012 | UDP-N-acetylbacillosamine N-acetyltransferase PglD (Campylobacter jejuni) | inhibition, % at 12.5 µM; in the data active = inhibition above about 16%, passing the limit was not always enough; inconclusive = no clear call, values can overlap the other calls; also: strong numbers were not always called active
E-selectin induc – E-selectin induction in HUVECs, primary screen, imaging, HUVEC, immunofluorescence imaging, single point. activation, % at 7.58 µM. normalized: neutral wells 0, TNF-alpha wells 100. 260,000 compounds, 0.37% hits;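 active = mean E-selectin-positive cell signal at least 10% of the positive control, reached in at least 60% of replicates, without over 20% cell loss; inconclusive = no rule given, readout overlaps actives, possibly toxicity-flagged; inactive = the rest, including those meeting only one limit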;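 also: in these data hits start at about 27%; measured in HUVEC primary endothelial cells; signal is the percent of cells scored E-selectin positive by PE staining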
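Read-out basis: % PE-positive cells; Test system: HUVEC primary endothelial cells; Technique: immunofluorescence imaging; Dosing: single-point compound dose.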
Casp6 inh – human caspase-6 inhibitors, primary screen, biochemical, VEID-R110 fluorescence, single point, set 2. inhibition, % at 12.5 µM. purified caspase-6, Z-VEID-R110 cleavage fluorescence. P55212. 350,000 compounds, 0.53% hits;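 active = mean inhibition across replicates at least about 35%, with every replicate also reaching that limit, limit read from the data; inconclusive = only one of the two criteria met; inactive = neither criterion met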;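 also: 0% = median of neutral control wells and 100% = no fluorescence left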
Target sequence (P55212 24-179 limits assumed): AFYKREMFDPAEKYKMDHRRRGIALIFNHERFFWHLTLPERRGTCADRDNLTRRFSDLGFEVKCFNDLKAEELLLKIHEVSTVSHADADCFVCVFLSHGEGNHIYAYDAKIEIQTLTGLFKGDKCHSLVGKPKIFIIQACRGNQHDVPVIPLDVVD
Target sequence (P55212 194-293 limits assumed): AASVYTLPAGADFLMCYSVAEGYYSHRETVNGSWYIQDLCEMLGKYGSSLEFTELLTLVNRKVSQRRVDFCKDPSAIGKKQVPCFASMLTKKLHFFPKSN
RAD54 inh – inhibitors of human RAD54 branch migration, primary screen, biochemical, fluorescence, single point; RAD54 Holliday junction branch migration, FAM/BHQ fluorescence; inhibition, % at 10.4 µM; 360,000 compounds, 0.14% hits; AID 602329, 2012; DNA repair and recombination protein RAD54-like (Homo sapiens), Q92698;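 active = mean normalized replicate activity at least 40 and at least half of replicates scoring 40 or more; inconclusive = only one of the two criteria met; inactive = mean below 40 and under half of replicates reaching 40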;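 also: 0% = median of neutral control wells and 100% = median of positive control wells; inhibitors cause a drop in the FAM fluorescence signal; in these data hits start at about 50%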
esBAF inh – Bmi1 luciferase reporter increase in mESCs, primary screen, esBAF inhibitor project, mouse ES cells, Bmi1 luciferase knock-in, single point. 350,000 compounds, 2% hits. 24 h; 100% = twice the neutral-well signal. reporter increase, % at 12.5 µM. AID 602393, 2012; in the data active = activation above about 40%; inconclusive = no clear call, values can overlap the other calls;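 also: 0% = median of the plate's neutral control wells and 100% = double that signal; a rise in the Bmi1 reporter signal indicates esBAF inhibition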
ERp5 block – inhibitors of ERp5-driven insulin aggregation, primary screen, biochemical, turbidity, absorbance 650 nm, single point; Protein disulfide-isomerase A6 (Homo sapiens), Q15084; 90 min; inhibition, % at 9.99 µM; 350,000 compounds, 0.05% hits;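 active = mean replicate inhibition above about 25%, with every replicate also reaching it, limit read from the data, passing the limit was not always enough; inconclusive = only one of those two criteria met; inactive = neither criterion met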
Target sequence (Q15084 whole entry, looked up): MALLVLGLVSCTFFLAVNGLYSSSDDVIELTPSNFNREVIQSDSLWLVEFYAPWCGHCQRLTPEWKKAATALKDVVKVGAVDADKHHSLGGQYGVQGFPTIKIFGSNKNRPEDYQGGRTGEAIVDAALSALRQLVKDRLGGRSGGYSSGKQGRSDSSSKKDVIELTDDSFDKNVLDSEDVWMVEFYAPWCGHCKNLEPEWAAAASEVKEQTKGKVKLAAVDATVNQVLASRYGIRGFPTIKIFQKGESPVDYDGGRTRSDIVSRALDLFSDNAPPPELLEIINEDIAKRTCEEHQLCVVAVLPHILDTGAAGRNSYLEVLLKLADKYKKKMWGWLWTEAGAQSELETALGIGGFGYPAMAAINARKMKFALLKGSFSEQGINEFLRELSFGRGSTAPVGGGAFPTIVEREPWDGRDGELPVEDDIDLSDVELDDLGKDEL
ARNT TACC3 PPI – disruptors of ARNT/TACC3 protein interaction, primary screen, biochemical, AlphaScreen, single concentration; 390,000 compounds, 0.66% hits; inhibition, % at 9.99 µM; AID 623870, 2012; AlphaScreen His-ARNT PAS-B/GST-TACC3 binding, luminescence; TACC3 fragment carries E629A point mutation;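 active = mean inhibition of replicates at least 50% and at least half of replicates each reaching 50%; inconclusive = half or more replicates reach 50% but mean below 50%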;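 also: 0% = complete ARNT plus TACC3 wells and 100% = ARNT alone without TACC3; many hits fall short of the cut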
* = called active by the depositor; i = inactive; ? = inconclusive; nt = no result given. The list is partial; the hit share may differ from the screen's.

SMILES	RAD52 inh	PglD inh	E-selectin induc	Casp6 inh	RAD54 inh	esBAF inh	ERp5 block	ARNT TACC3 PPI
CC(=O)[C@@]1(O)CC[C@H]2[C@@H]3CC=C4C[C@@H](O)CC[C@]4(C)[C@H]3CC[C@@]21C	-3	0	0.5	4	-6	1	8	-4
CN(C)C(=O)Oc1c(Cl)cc(Cl)c2ccccc12	nt	6	nt	nt	3	-5	nt	2
C=CCC1(CC)C(=O)NC(=S)NC1=O	-5	nt	-0.3	2	nt	nt	2	14
O=c1c2ccccc2nc(/C=C/c2ccc([N+](=O)[O-])o2)n1-c1ccc(O)cc1	-54	nt	nt	31	nt	nt	2	-2
O=[N+]([O-])c1ccc(C2[C@H]3C(c4ccccc4)=NC4(CCCC4)N23)cc1 (some centres not stated)	-10	-9	nt	0	4	nt	2	24
CC(=O)N1N=C2C3CCN(CC3)C2C1c1ccccc1 (configuration not stated)	nt	0	nt	nt	9	-1	nt	-3
FC(F)(F)Oc1ccc(C2NCc3ccccc3-n3cccc32)cc1 (configuration not stated)	-11	5	nt	-4	-5	2	2	-11
C[C@]12CCC3C(CC[C@H]4C[C@@H](O)CC[C@]34C)C1C[C@@H](N)[C@@H]2O (some centres not stated)	0	-3	-0.5	-2	-6	1	1	0
COc1ccc(CCn2c(O)c(/C=N/NC(=O)c3ccncc3)c(=O)[nH]c2=O)cc1OC	-10	nt	0.0	1	nt	nt	2	76*
COc1ccc(OCC#CCN2CCNCC2)cc1	-6	0	0.0	-5	-1	-4	1	32
O=C(COc1ccc2ccc(=O)oc2c1)N1CCC(C(=O)O)(c2ccccc2)CC1	-14	-1	nt	-2	-1	-8	0	0
CCOC(=O)c1[nH]ncc1CN1CCCC(C(=O)c2cccc(Cl)c2)C1 (configuration not stated)	-2	2	6.8	-4	-4	nt	-4	4
CN1C(=O)N(C)C(=O)C(CCc2ccncc2)(Cc2ccc3c(c2)OCO3)C1=O	nt	0	nt	nt	3	-5	nt	-1
CCCOC(=O)c1ccccc1C(=O)OCCC	-12	0	nt	-2	-11	2	-3	nt
CCn1nc(-c2cccs2)nc2c(=O)n(C)c(=O)nc1-2	nt	0	nt	nt	?	-24	nt	-3
CN(C)C1C(=O)C(C(N)=O)=C(O)C2(O)C(=O)C3=C(O)c4c(O)cccc4C(C)(O)C3CC12 (configuration not stated)	nt	-6	nt	nt	2	3	nt	4
CC(NC(=O)Oc1ccccc1)C(c1cccs1)N1CCOCC1 (configuration not stated)	-4	-3	nt	0	-4	-10	1	12
CCN(CC)C(=O)c1ccc(NC(=O)c2ccc3c(c2)NC(=O)CS3)cc1	-9	nt	0.6	0	nt	nt	-7	17
COc1ccc(NC(=S)N2Cc3ccccc3-n3nncc3C2)c(OC)c1	1	-7	nt	-3	3	2	6	nt
O=c1c2ccccc2nc(-c2ccc(-c3ccccc3)cc2)n1-c1ccncc1	8	-4	nt	1	-5	29	2	7
CC1CCC2[C@@H](C)C(=O)OC3O[C@]4(C)CCC1C32OO4 (some centres not stated)	-14	-5	0.1	2	-14	0	3	-3
COCCN1C(=O)NC(=O)/C(=C\c2ccc(Br)cc2)C1=O	-1	nt	-1.8	-1	nt	nt	-4	-12
CN(C)P(=NC(=S)c1cccn1C)(N(C)C)N(C)C	nt	2	nt	nt	3	6	nt	7
O=C1NC(=S)NC(=O)C1C/C=C/c1ccccc1	-19	nt	nt	8	nt	-7	6	3
CN1CCC2(CC1)CC(NC=O)c1ccccc1O2 (configuration not stated)	-2	nt	nt	-25	nt	nt	0	7
COC(=O)C1=C(c2ccc(OCc3ccccc3)cc2)C[C@@H]2CC[C@H]1N2C(=O)NCc1ccc(OC)cc1	-17	-4	-0.3	-1	2	6	-1	nt
OC(c1ccc(F)cc1)(c1ccc(F)cc1)[C@@H]1CCCN1	nt	-2	nt	nt	8	-2	nt	1
CC1(C)CC(N(CCc2ccccc2)Cc2ccccc2)CCO1 (configuration not stated)	-2	1	nt	3	-11	nt	-4	-15
CC(=O)c1ccc2c(c1)OCO2	14	1	nt	-1	14	1	-2	-7
COc1ccc2c(C)c(CC(=O)N3C[C@H]4C[C@@H](C3)c3cccc(=O)n3C4)c(=O)oc2c1C	-1	3	nt	-1	0	-1	-4	-11

Rewritten comma-delimited: 2 of the compounds above
Structure,RAD52 inh,PglD inh,E-selectin induc,Casp6 inh,RAD54 inh,esBAF inh,ERp5 block,ARNT TACC3 PPI
CC1CCC2[C@@H](C)C(=O)OC3O[C@]4(C)CCC1C32OO4 (some centres not stated),-14,-5,0.1,2,-14,0,3,-3
CCOC(=O)c1[nH]ncc1CN1CCCC(C(=O)c2cccc(Cl)c2)C1 (configuration not stated),-2,2,6.8,-4,-4,nt,-4,4

Additional structures:
SMILES	RAD52 inh	PglD inh	E-selectin induc	Casp6 inh	RAD54 inh	esBAF inh	ERp5 block	ARNT TACC3 PPI
O=C1NC(=O)C(C2CCOC2=O)N1 (configuration not stated)	-3	6	nt	-1	-6	-8	3	nt
CCc1ccccc1N1C(=O)CC(=O)NC1=O	-40	2	nt	3	-5	-5	13	-2
CCOC(=O)c1cnc(N2CC2)nc1N	1	3	0.0	-3	2	14	-5	6
COc1ccc(-c2ccc3n2Cc2cnnn2-c2ccccc2-3)cc1	-20	1	0.0	-1	-12	82*	-2	8
CCC1(C2=NCCN2)Cc2ccccc2O1 (configuration not stated)	1	-2	?	-2	-10	-4	0	-8
c1ccc(NC2=NCCS2)cc1	-15	-1	1.0	-2	-18	-3	4	1
COc1cc(CN2C(=O)NC(=O)C3(Cc4cc(C)ccc4N(C)C3)C2=O)cc(OC)c1 (configuration not stated)	nt	5	1.9	nt	-8	-1	nt	3
COc1ccc(-n2c(O)c(/C=C3\C=Nc4ccc(Br)cc43)c(=O)[nH]c2=O)cc1	i	2	-0.1	nt	-14	5	3	-6
CCN(CC)CCC(=O)O[C@H]1CC[C@]2(C)C3CC[C@@]4(C)C(CC[C@]4(C)O)C3CC[C@H]2C1 (some centres not stated)	4	-6	0.5	-6	3	1	-11	3
CCCN1CC[C@@H]2c3cc(O)ccc3CC[C@@H]21	2	-6	1.8	-5	-15	-4	3	-4
CCN1[C@@H]2Cn3c(ccc(-c4cccc(C(=O)N(C)C)c4)c3=O)[C@H]1[C@@H](C(=O)OC)[C@@H]2CO	12	2	0.3	0	6	-9	-14	-3
Cn1c(CN2CCN(C(=O)COc3ccccc3)CC2)nc2cc([N+](=O)[O-])ccc21	-13	nt	nt	1	nt	-2	2	8
COc1cc2[nH]c(=S)n(-c3ccccc3)c(=O)c2cc1OC	14	-5	nt	3	-1	nt	-3	-23
CCOP(=O)(Cc1ccccc1)OCC	0	-3	0.2	nt	-10	5	4	-1
CSc1ccccc1C(=O)C1CCCN(Cc2ccncc2)C1 (configuration not stated)	-19	-2	0.3	-2	-3	-9	2	2
N#Cc1cccc(-c2ccc([C@H]3[C@@H](CO)N4CCCCN(C(=O)Cc5ccncc5)C[C@H]34)cc2)c1	-13	9	0.1	-1	-8	nt	1	7
O=C(NCCN1CCC2(CC1)C(=O)NCN2c1ccccc1)c1ccc(Cl)c(Cl)c1	-2	nt	0.2	-4	nt	nt	3	nt
CCC(C)N1CCN(C(=O)COc2ccc3ccccc3c2)CC1 (configuration not stated)	-8	5	nt	-2	5	-1	2	nt
CCNC(=O)NC(=O)C(C)OC(=O)c1c(C)nn(Cc2ccccc2Cl)c1Cl (configuration not stated)	-16	nt	nt	7	nt	nt	7	16
O=c1c2ccccc2nc(-c2ccccc2)n1-c1cccnc1	nt	0	nt	nt	7	1	nt	14
COc1ccc(CNCCc2ccccc2F)c(OC)c1C	-3	2	0.2	1	7	0	0	1
CCCOc1ccccc1NP(=O)(Oc1ccccc1)Oc1ccccc1	-3	-1	nt	-3	-7	-6	3	1
COC(=O)C(C)NC(=S)N1CC2C[C@@H](C1)Cn1c2cccc1=O (some centres not stated)	-4	nt	22	0	nt	nt	1	nt
O=C(CN1CCCCC1)c1cccc(Br)c1	0	-4	nt	-1	11	nt	0	nt
CCc1ccccc1N1C(=O)NC(=O)/C(=C\c2cc(C)n(C)c2C)C1=O	-68	nt	nt	0	nt	nt	2	-12
O=C1CC(C(=O)N2CCC3(CC2)OCCO3)CN1CCc1ccccc1 (configuration not stated)	nt	3	nt	nt	-11	-13	nt	-6
CCC(=O)CC(c1ccccc1)c1c(O)c2ccccc2sc1=O (configuration not stated)	-17	nt	nt	0	nt	nt	-4	-6
Clc1ccc(N2CCN(Cc3ccccc3Cl)CC2)cc1	0	-5	nt	0	-5	2	0	-1
COc1ccc(F)cc1C(=O)C1CCCN(Cc2ccc(O)cc2)C1 (configuration not stated)	3	-5	nt	-9	11	-6	1	1
Nc1ccc(CCN2CCN(c3cccc(C(F)(F)F)c3)CC2)cc1	-41	-4	0.1	-1	2	-4	5	9
Cc1nn(Cc2ccccc2Cl)c(Cl)c1C(=O)OC(C(=O)NC(N)=O)C(C)C (configuration not stated)	nt	7	nt	nt	4	4	nt	-6
Cc1cc(C=C2C(=O)N(C)C(=S)N(C)C2=O)c(C)n1C1CCCC1	nt	-7	nt	nt	-11	9	nt	-10
Cc1cc(C(=O)NP(=O)(N2CCOCC2)N2CCOCC2)c(C)n1C1CC1	8	nt	-1.3	1	nt	nt	1	-9
CCN(CC)C(=O)c1ccc(NC(=O)c2cn(-c3ccccc3)nc2-c2ccc(OC)cc2)cc1	-5	-6	1.4	-83	-10	5	8	-20
COc1ccc(C)cc1NC(=O)c1c(C)nn(Cc2ccccc2)c1Cl	-1	nt	nt	3	nt	nt	0	-4
CCOC(=O)[C@]12Cc3cc4ccccc4cc3[C@H]1N(Cc1ccccc1)C(=O)c1cc(OC)ccc12	-12	nt	?	-2	nt	nt	-2	nt
O=C1CCC2(O)C3Cc4ccc(O)c5c4C2(CCN3Cc2ccoc2)C1O5 (configuration not stated)	4	-4	-0.2	11	-9	-6	1	nt
COP(=O)(OC)C(NS(=O)(=O)c1ccccc1)C(Cl)(Cl)Cl (configuration not stated)	-5	nt	2.1	2	-2	-4	0	0
CN1CCN(c2ccc(N)cc2)CC1	nt	-7	nt	nt	97*	-3	nt	27
COC(=O)[C@H]1[C@H](CO)[C@H]2Cn3c(ccc(C4=CCCCC4)c3=O)[C@@H]1N2CC1CCCC1	-3	-1	-0.1	8	6	0	-1	-7
O=C(NCC1=C(c2cccc3ccccc23)C[C@@H]2CC[C@H]1N2Cc1ccco1)c1cccs1	-16	3	0.0	1	4	4	3	nt
CC(C)NS(=O)(=O)c1ccc(OCC(=O)N2CCN(Cc3ccccc3)CC2)c(Cl)c1	nt	-2	nt	nt	-4	5	nt	-3
CCOP(=O)(OCC)c1cc(CC)ccc1O	-17	nt	0.0	1	nt	nt	3	-2
CC1=NN(Cc2c[nH]c3ccccc23)C(C)(C)C1	-4	nt	8.0	1	nt	nt	-3	0
C=CCn1c(O)c(C(C)=O)c(=O)[nH]c1=O (tested in a mixture with another compound)	-22	nt	nt	7	nt	nt	-3	6
COc1cccc(-n2c(/C=C/c3ccc(O)c(O)c3)nc3ccccc3c2=O)c1	-302	nt	nt	25	nt	nt	6	-7
C[C@H]1CNCCN1c1ccc(N2CC[C@H](O)C2)c(C#N)c1	-2	nt	0.3	-1	nt	nt	0	nt
